EPAC2 agonist: EPAC2 (human) agonism | Q8WZA2 | EPAC2 activation, biochemical qHTS; response scale: 100% = 6.5 mM cAMP response | Potency, µM (titrated, usually from 154 µM), inactives show at the highest dose activation, actives largely listed as activators | 360,000 compounds, 0.079% hits | AID 720711; also: potency is read from the fitted curve at half-maximal effect; nearly all actives have a fitted effect of over 50% in size
Target sequence (Q8WZA2 whole entry, looked up): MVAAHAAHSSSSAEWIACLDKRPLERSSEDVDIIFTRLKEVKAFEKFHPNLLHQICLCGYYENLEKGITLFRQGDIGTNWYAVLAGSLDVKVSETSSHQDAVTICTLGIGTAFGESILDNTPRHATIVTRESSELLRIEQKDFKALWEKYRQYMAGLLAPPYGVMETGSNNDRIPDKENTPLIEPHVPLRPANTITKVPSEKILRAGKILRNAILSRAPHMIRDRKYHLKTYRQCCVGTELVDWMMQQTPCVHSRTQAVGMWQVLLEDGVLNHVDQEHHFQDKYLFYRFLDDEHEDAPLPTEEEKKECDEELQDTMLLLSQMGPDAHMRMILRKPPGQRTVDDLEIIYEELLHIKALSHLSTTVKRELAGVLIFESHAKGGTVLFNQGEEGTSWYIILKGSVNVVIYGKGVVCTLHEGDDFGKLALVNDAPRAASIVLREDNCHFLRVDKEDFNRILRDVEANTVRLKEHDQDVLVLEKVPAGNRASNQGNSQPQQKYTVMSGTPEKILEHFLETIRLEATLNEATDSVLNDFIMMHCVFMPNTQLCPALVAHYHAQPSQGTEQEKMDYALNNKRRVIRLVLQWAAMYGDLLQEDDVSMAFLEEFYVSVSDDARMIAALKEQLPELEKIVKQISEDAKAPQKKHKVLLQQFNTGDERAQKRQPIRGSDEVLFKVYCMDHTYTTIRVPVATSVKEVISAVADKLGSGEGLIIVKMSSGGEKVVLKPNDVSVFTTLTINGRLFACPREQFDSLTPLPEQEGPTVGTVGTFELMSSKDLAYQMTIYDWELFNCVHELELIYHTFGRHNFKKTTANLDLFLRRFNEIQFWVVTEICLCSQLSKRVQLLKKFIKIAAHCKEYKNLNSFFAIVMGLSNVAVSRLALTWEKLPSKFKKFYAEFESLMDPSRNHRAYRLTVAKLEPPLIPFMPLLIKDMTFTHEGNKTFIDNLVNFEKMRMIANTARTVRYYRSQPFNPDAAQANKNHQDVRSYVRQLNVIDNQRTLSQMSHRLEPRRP
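Fluorescence exchange assay: 100 nM EPAC2 with 250 nM RAP1B-BODIPY-GDP and 50 uM GDP; compounds tested as a concentration-titration series (qHTS). Loss of Rap1-bound BODIPY-GDP fluorescence read at 480/540 nm; data normalized to 6.5 mM cAMP.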
PTHR1 agonist: agonists of human PTHR1 parathyroid hormone receptor; Q03431; HEK293 GP2 PTHR1 cells, GloSensor cAMP luminescence, 1 h; Potency, µM (top dose mostly 115 µM), for the others: at the highest dose activation, actives largely listed as activators; 410,000 compounds, 0.075% hits; also: potency is read from the fitted curve at half-maximal effect; nearly all actives have a fitted effect of over 55% in size; some results filed as inactive show a strong effect at the top dose; inactives centre near -15; many of its hits are not listed in these tables
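HEK-293-derived GP2 cells expressing PTHR1 and a GloSensor cAMP reporter, 3,000/well, plated overnight, given luciferin plus IBMX (each 0.5 mM as added) for 1 h at 37 °C, then compound for 1 h at 37 °C. Luminescence was read after 15 min at room temperature.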
MmCpn inh: M. maripaludis TRiC chaperonin inhibition | Potency, µM (top dose mostly 76.9 µM), for the others: at the top dose activity, negative = inhibition, hits mostly inhibitors | purified Mm-Cpn ATPase, ADP Transcreener TR-FRET | 330,000 compounds, 0.031% hits; also: potency is read from the fitted curve at half-maximal effect; % is scaled to controls: 0 for no effect and ±100 for the full control effect; nearly all actives have a fitted effect of over 80% in size
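Quantitative HTS used 25 nM Mm-CPN and 10 uM ATP in magnesium/KCl Tris buffer, pH 7.4, with 1 mM DTT. Hydrolysis ran 30 min at 37°C; ADP was read by HTRF.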
D3 antag: D3 dopamine receptor (human) antagonism | AID 652054 | P35462 | max response, negative = inhibition, % | D3R cells, DiscoveRx beta-arrestin luminescence, antagonist mode; hits give low values | 360,000 compounds, 2.5% hits; in the data active = max response below about -50%; also: % is scaled to controls: 0 for no effect and ±100 for the full control effect; mostly tested at two doses, the higher about 12 µM
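Cells plated overnight at 1500 cells/well, then exposed to library compounds with dopamine controls for 90 minutes at 37 degrees C. DiscoveRx reagent added for 30–60 minutes at room temperature; luminescence read, quantitative HTS format.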
pAkt inh: inhibitors of Akt phosphorylation | activity change, % for hits at 50 µM | Neuro2A IGF-stimulated pAkt S473 HTRF, 20 min; hits give low values | 360,000 compounds, 0.32% hits; in the data active = activity change below about -80%; also: % is scaled to controls: 0 for no effect and ±100 for the full control effect
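Neuro2A cells in DMEM with 0.5% FBS, overnight at 37 deg C, given compound at single 50 µM final, then IGF (6 nM final) for 20 min at 37 deg C. Lysed; phospho-Akt Ser473 by HTRF after 24 h, 665/615 ratio.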
EPAC2 antagonist: blocks human EPAC2 exchange factor; 360,000 compounds, 0.18% hits; EPAC2 GEF exchange of Rap1B-BODIPY-GDP, fluorescence; Potency, µM (series often up to 114 µM), for the others: top-dose activity, negative = inhibition, actives largely listed as inhibitors; Q8WZA2; also: potency is read from the fitted curve at half-maximal effect; % is scaled to controls: 0 for no effect and ±100 for the full control effect; nearly all actives have a fitted effect of over 45% in size; many of its hits are not listed in these tables
D3 ag: D3 dopamine receptor (human) agonism | max activation, % | 410,000 compounds, 0.58% hits | D3R DiscoveRx beta-arrestin cells, luminescence, 90 min | P35462; in the data active = max activation above about 30%; also: 0% is about no effect; mostly tested at two doses, the higher about 12 µM
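Cells at 1500/well, incubated overnight, then treated with pinned compounds (dopamine as control) for 90 min at 37 degrees C. DiscoveRx reagent added for 30 - 60 minutes at room temperature; luminescence read.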
CCT chaperon mod: cytosolic chaperonin activity modulation; purified chaperonin ATPase assay, HTRF ADP detection, 30 min; activity change, % (no concentration beside the values), hits read low; 360,000 compounds, 0.3% hits; in the data active = activity change below about -30%; also: % is scaled to controls: 0 for no effect and ±100 for the full control effect
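First, chaperonin was dispensed at 40 nM or 20 nM final depending on batch activity. Next, compounds were pinned at 76 uM and ATP added at 10 uM. After 30 min at 37 °C, ADP detection reagents ran 30 min at ambient temperature.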
An asterisk follows results filed as active; i = inactive; nt = no result given; & = joins results of further samples; [ ] = dose if it differs, or a comment. Unless noted, calls follow the shape of the dose curve; as a rule, active = well fitted curve in the direction sought with a large enough effect; inconclusive = small, poorly fitted or top-dose-only effect, or another doubt; inactive = no such curve, though single readings can be large; an effect the other way counts as inactive or inconclusive. Only part of the results is shown, so the mix of outcomes need not match the whole.

Short keys – A = EPAC2 agonist; B = PTHR1 agonist; C = MmCpn inh; D = D3 antag; E = pAkt inh; F = EPAC2 antagonist; G = D3 ag; H = CCT chaperon mod
Cc1ccc(NC(=O)C2C3/C=C\CCCCC32)cc1C (configuration not stated)
  A: -1%	B: i	C: -1%	D: -9	E: i	F: 10%	G: -7	H: 0.8
COc1cc(OC)cc(C(=O)NC(=S)Nc2nnn(C)n2)c1
  A: 7%	B: -2%	C: 0%	D: -17	E: i	F: 3%	G: -10	H: 0.5
COc1cccc(N2CCN(C(=O)c3cc4ccc(OC)cc4[nH]3)CC2)c1
  A: 5%	B: -2%	C: -23%	D: 18	E: i	F: -1%	G: 4	H: 2.3
CC(C)(C)CC(C)(C)NC(=O)c1ccccc1
  A: 2%	B: 2%	C: 1%	D: 2	E: i	F: 2%	G: 5	H: 0.0
CC(=O)N1c2ccc([N+](=O)[O-])cc2NC(=O)CC1C (configuration not stated)
  A: -9%	B: -22%	C: 0%	D: -6	E: i	F: 6%	G: 2	H: 1.1
COC(=O)c1ccc(N2CCOCC2)c(NC(=O)c2cccs2)c1
  A: 10%	B: -16%	C: 1%	D: -11	E: i	F: 1%	G: -20	H: -2.4
CCOC(=O)CCC(=O)N1CCOCCOCCN(C(=O)CCC(=O)OCC)CCOCCOCC1
  A: -8%	B: -23%	C: 2%	D: 4	E: i	F: 8%	G: -5	H: 0.1
O=C(Nc1cccc2ccccc12)NC1Cc2ccccc2C1
  A: 2%	B: i	C: 1%	D: 0	E: i	F: -2%	G: 13	H: -3.0
O=C(NCCS(=O)(=O)c1ccc(Br)cc1)c1ccc(Cl)cc1
  A: 6%	B: -72%[inhibitor]	C: -2%	D: -20	E: i	F: 4%	G: -6	H: -1.2
Cc1cc(NC(=O)Nc2ccc(Cl)cc2)no1
  A: -1%	B: -13%	C: 3%	D: 19	E: i	F: -1%	G: 3	H: 0.9
CC1=C(C(=O)N2CCOCC2)C(c2cccc(C)c2)NC(=S)N1 (configuration not stated)
  A: 6%	B: i	C: -1%	D: -7	E: i	F: 23%	G: 3	H: 2.1
COc1cccc(NC(=O)c2cc(C(=O)Nc3cccc(OC)c3)n(C)n2)c1
  A: 21%	B: -23%[57.5 µM]	C: -3%	D: 62	E: i	F: 4%	G: 3	H: -1.8
CC(C)c1onc(C(=O)NCCc2ccccc2)c1[N+](=O)[O-]
  A: 0%	B: i	C: 0%	D: -7	E: i	F: -4%	G: -4	H: 1.5
Cc1cc(C)n2nc(SCC(=O)N(C)c3ccccc3)nc2n1
  A: 2%	B: i	C: 0%	D: 2	E: i	F: 2%	G: 1	H: -1.3
COc1ccc(OCc2nnc(SCc3ccc(C(=O)O)cc3)o2)cc1
  A: 17%	B: 11%	C: 0%	D: -12	E: i	F: -3%	G: 4	H: -0.5

The results go on:
Short keys – A = EPAC2 agonist; B = PTHR1 agonist; C = MmCpn inh; D = D3 antag; E = pAkt inh; F = EPAC2 antagonist; G = D3 ag; H = CCT chaperon mod
CCCS(=O)(=O)c1nc(S(=O)(=O)c2ccc(C)cc2)c(N2CCCC(C)C2)s1 (configuration not stated)
  A: 5%	B: -20%	C: 0%	D: -8	E: i	F: -9%	G: -4	H: 0.4
CCCCOC(=O)Nc1nnc(CC(=O)NCc2ccccc2)s1
  A: -2%	B: i	C: 0%	D: 0	E: i	F: 1%	G: 4	H: -1.8
CNc1ncnc2c1ncn2[C@H]1CN(Cc2ccc(OC)cc2)C[C@@H](CO)O1
  A: 2%	B: -24%	C: nt	D: 28	E: i	F: 10%	G: 3	H: -0.3
COc1cc(/C=C/C(=O)OCC(=O)NCc2cccs2)ccc1OC(F)F
  A: -6%	B: -17%	C: -2%	D: 4	E: i	F: 7%	G: -2	H: -0.1
CC1CCN(C(=O)CSc2nnc(CNC(=O)c3ccc(S(=O)(=O)N(C)C)cc3)o2)CC1
  A: -4%	B: -68%[inhibitor]	C: 0%	D: 0	E: i	F: 3%	G: 0	H: -2.7
Cc1ccc(S(=O)(=O)N(CC(=O)Nc2ccc(C)c(Cl)c2)C(=O)N2CCN(C)CC2)cc1
  A: 7%	B: 3%	C: 3%	D: -1	E: i	F: 8%	G: -20	H: -0.7
N#Cc1c(-c2ccccc2)nc(SCC(=O)Nc2nnc(C(F)(F)F)s2)[nH]c1=O
  A: 0%	B: -3%	C: -5%	D: -1	E: i	F: -17%	G: -15	H: 0.7
CN(CC(=O)N1CCc2ccccc21)S(=O)(=O)c1ccc(Br)s1
  A: 21%	B: 0%	C: -11%	D: 0	E: i	F: 0%	G: -15	H: 0.8
COc1cccc(Oc2coc3c(CN4CCOCC4)c(O)ccc3c2=O)c1
  A: -2%	B: -7%[57.5 µM]	C: -6%	D: 0	E: i	F: -23%[57.1 µM]	G: 5	H: -1.9
O=C(NC1CCCC1)C(c1ccc(F)cc1)N(Cc1ccccc1Cl)C(=O)CCl (configuration not stated)
  A: 3%	B: i	C: -2%	D: -11	E: i	F: -1%	G: 0	H: -4.0
Cc1cc(N/N=C/c2ccccc2)nc(N)n1
  A: 4%	B: -3%	C: 2%	D: -5	E: i	F: 11%	G: 1	H: -3.4
CCC(C)NC(=O)c1ccccc1NC(=O)C1COc2ccccc2O1 (configuration not stated)
  A: -3%	B: -15%	C: 3%	D: 0	E: i	F: -6%[57.1 µM]	G: 2	H: -0.2
CSCCC(C(=O)Nc1c(C)cccc1C)n1c(-c2cnc(C)cn2)nc2ccccc21 (configuration not stated)
  A: 7%	B: 8%	C: nt	D: 15	E: i	F: -27%	G: 6	H: nt
CC(C)CC(=O)Nc1nnc(S(=O)(=O)N2CCc3ccccc32)s1
  A: 9%	B: -17%	C: 5%	D: -14	E: i	F: 4%	G: -8&6	H: -2.3
CN(C)CCC#CC(O)(c1ccccc1)c1ccccc1
  A: -2%	B: i	C: 2%	D: 23	E: i	F: 8%	G: 3	H: -0.8

Other structures.
Short keys – A = EPAC2 agonist; B = PTHR1 agonist; C = MmCpn inh; D = D3 antag; E = pAkt inh; F = EPAC2 antagonist; G = D3 ag; H = CCT chaperon mod
CCOC(=O)c1ccc(N2C(=O)CC(N3CCN(C(=O)c4ccccc4)CC3)C2=O)cc1 (configuration not stated)
  A: 10%	B: i	C: -1%	D: 9	E: i	F: -6%	G: 4	H: -2.9
Cc1ccc(NS(=O)(=O)c2c(C)[nH]c(C)c2C(=O)N2CCCC2)cc1
  A: -2%	B: -5%	C: -4%	D: -20	E: i	F: 0%	G: -4	H: -1.2
O=C(Cc1ccccc1[N+](=O)[O-])NCCCc1ccccc1
  A: -6%	B: -1%	C: 0%	D: 15	E: i	F: -2%	G: 8	H: -1.1
COc1cc(OC)cc(C(=O)NC(=S)Nc2ccc3[nH]c(=O)[nH]c3c2)c1
  A: 14%	B: -21%	C: -1%	D: -17	E: i	F: 3%	G: 23	H: -3.1
CCCCn1c(N)c(NCc2ccccc2)c(=O)[nH]c1=O
  A: -3%	B: i	C: 1%	D: 1	E: i	F: -1%	G: 5	H: -3.5
NC(=O)C1CCN(C(=O)C2(NC(=O)Nc3cccc(F)c3)CCCCC2)CC1
  A: 4%	B: i	C: -2%	D: 2	E: i	F: -1%	G: 4	H: -1.8
CCN1CCN(CCCNC(=O)C2c3ccccc3C(=O)N(C)C2c2ccc(OC)cc2)CC1 (configuration not stated)
  A: -5%	B: i	C: 2%	D: 11	E: i	F: 23%	G: 4	H: -0.6
OC(C#CCN1CCOCC1)(c1ccccc1)C1CC1 (configuration not stated)
  A: 5%	B: -33%[inhibitor][57.5 µM]	C: 0%	D: -16	E: i	F: 0%	G: -6	H: -1.5
O=C(Cc1ccc(O)cc1)N/N=C/c1cccnc1
  A: 6%	B: i	C: 4%	D: 2	E: i	F: 1%	G: 1	H: -4.4
COc1cccc(/C=N/NC(=O)C(=O)N/N=C/c2cccc(OC)c2O)c1O
  A: 2%	B: i	C: 0%	D: -5	E: i	F: -4%	G: -3	H: 0.5
Cc1cccc(OCCC(=O)NCC(=O)Nc2cccc(C)c2C)c1
  A: 1%	B: i	C: 0%	D: 13	E: i	F: 7%	G: 1	H: -2.3
C=CCn1c(=O)/c(=C\c2ccsc2)s/c1=C(/C#N)C(=O)NCCN1CCOCC1
  A: -76%[inhibitor]	B: -5%[57.5 µM]	C: 0%	D: 18	E: i	F: 9%	G: 4	H: -0.2
CC1(C)O[C@@H](CC(=O)O)[C@]23CO[C@H](C(=O)[C@]4(C)C2CC[C@@]2(C)[C@H](c5ccoc5)OC(=O)C5O[C@]524)[C@@H]13 (some centres not stated)
  A: -1%	B: i	C: 3%	D: 12	E: i	F: 20%	G: 10	H: -0.9
N#C/C(=C\C1CC=CCC1)c1nc2ccccc2[nH]1 (configuration not stated)
  A: 14%	B: -54%[inhibitor][57.5 µM]	C: -3%	D: -12	E: i	F: -12%	G: -5	H: 0.4
COc1ccc(C2CCN(Cc3cccnc3)CC2O)cc1 (configuration not stated)
  A: 3%	B: -7%[57.5 µM]	C: -1%	D: -25	E: i	F: 17%	G: -20	H: 0.9
CCOC(=O)CS(=O)(=O)c1ccc(C(F)(F)F)cn1
  A: 2%	B: i	C: 2%	D: -25	E: i	F: 11%	G: 1	H: -6.9
CC(OC(=O)CNC(=O)c1ccc(Cl)c([N+](=O)[O-])c1)C(=O)NCc1ccco1 (configuration not stated)
  A: 4%	B: -12%	C: -1%	D: 3	E: i	F: 2%	G: -1	H: -4.0
C=C[C@@]1(C)CCC(/C(C)=C/C=C/C(C)(C)O)C[C@@H]1C(=C)C (some centres not stated)
  A: -5%	B: -4%	C: 3%	D: 6	E: i	F: 7%	G: 4	H: 0.8

4 entries already listed, ordered by number of heavy atoms, rising:
Short keys – A = EPAC2 agonist; B = PTHR1 agonist; C = MmCpn inh; D = D3 antag; E = pAkt inh; F = EPAC2 antagonist; G = D3 ag; H = CCT chaperon mod
CCOC(=O)CS(=O)(=O)c1ccc(C(F)(F)F)cn1
  A: 2%	B: i	C: 2%	D: -25	E: i	F: 11%	G: 1	H: -6.9
CCCCn1c(N)c(NCc2ccccc2)c(=O)[nH]c1=O
  A: -3%	B: i	C: 1%	D: 1	E: i	F: -1%	G: 5	H: -3.5
C=CCn1c(=O)/c(=C\c2ccsc2)s/c1=C(/C#N)C(=O)NCCN1CCOCC1
  A: -76%[inhibitor]	B: -5%[57.5 µM]	C: 0%	D: 18	E: i	F: 9%	G: 4	H: -0.2
CCN1CCN(CCCNC(=O)C2c3ccccc3C(=O)N(C)C2c2ccc(OC)cc2)CC1 (configuration not stated)
  A: -5%	B: i	C: 2%	D: 11	E: i	F: 23%	G: 4	H: -0.6

Source: PubChem (National Center for Advancing Translational Sciences (NCATS))
